Assay outcomes: PubChem BioAssay, several laboratories
bovine MsrA act: bovine methionine sulfoxide reductase A activation | purified bovine MsrA, absorbance read-out | activation, % at 10.6 µM | 360,000 tested, 0.3% active | AID 602163; in the data active means activation above about 7.5%;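 further: 0% = vehicle and 100% = reference activator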
FAS TE block: blocks the thioesterase domain of human fatty acid synthase; recombinant FAS-TE, OMFH fluorogenic substrate, fluorescence endpoint; inhibition, % at 15 µM; 360,000 tested, 0.67% active; AID 602261;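 active means compounds whose normalised, plate-corrected inhibition of enzyme fluorescence in the single-dose primary screen is 50% or more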;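 further: 0% = DMSO with enzyme and 100% = substrate without enzyme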
MT1-MMP act inh: MT1-MMP (human) activation inhibition; P50281; HT1080 RFP-PRO-GFP cells, GFP/RFP ratio fluorescence, overnight; percent of plate control window, DMSO zero; GFP/RFP ratio change, % at 20 µM; 360,000 tested, 0.061% active; AID 651647;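 active means GFP/RFP ratio change of at least 30% with cell ATP level not reduced by more than half and red fluorescence within 50% of control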; further: strong numbers were not always called active
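Test system: HT1080 cells expressing an RFP-PRO-GFP fluorescent reporter construct / Compound dosing: single-point 20 µM compound, 1% DMSO / Schedule: cells overnight before dosing, compound overnight, 37 °C, 5% CO2 / Evaluation: GFP/RFP fluorescence ratio / Control set: DMSO and RFP-L50D-GFP cell wells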
CendR NRP1 mod: NRP-1/CendR interaction modulation; 360,000 tested, 0.85% active; inhibition, % at 25 µM; FAM-RPARPAR peptide binding to NRP-1, fluorescence polarization; O14786;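 active means inhibition or corrected inhibition above about 18%, plus a signal ratio from 0.5 to 1.5, limit read from the data, passing the limit was not always enough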; further: strong numbers were not always called active
MsrA inh: inhibitors of bovine MsrA; purified bovine MsrA, absorbance read-out; inhibition, % at 15.5 µM; 360,000 tested, 0.75% active; in the data active means inhibition above about 4.5%;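 further: 0% = vehicle wells with enzyme and 100% = reference inhibitor wells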
SKN-1 inh: inhibitors of C. elegans SKN-1; 360,000 tested, 0.49% active; AID 624304; inhibition, % at 21.8 µM; C. elegans VP596 Pgst-4::GFP/RFP ratio, acrylamide-induced, 24 h;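 active means interference check ratio from 0.5 to 1.5 plus GFP to RFP signal ratio inhibition reaching or exceeding a fixed threshold, cut at about 30% in these data, passing the limit was not always enough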; further: some compounds called inactive have numbers as strong as hits
Rin1-Abl PPI inh: blocks binding of human Rin1 to Abl | P00519+Q13671 | TR-FRET Rin1/Abl binding, biochemical | inhibition, % at 7.35 µM | 360,000 tested, 0.4% active; in the data active means inhibition above about 5%, passing the limit was not always enough
Neddylation inh: inhibitors of human cullin neddylation; P61081+Q13564; TR-FRET cullin neddylation, biochemical; calls only at 25 µM; 360,000 tested, 0.58% active; AID 651699; in the data active means inhibition above about 36%
Target sequence (P61081 whole entry, looked up): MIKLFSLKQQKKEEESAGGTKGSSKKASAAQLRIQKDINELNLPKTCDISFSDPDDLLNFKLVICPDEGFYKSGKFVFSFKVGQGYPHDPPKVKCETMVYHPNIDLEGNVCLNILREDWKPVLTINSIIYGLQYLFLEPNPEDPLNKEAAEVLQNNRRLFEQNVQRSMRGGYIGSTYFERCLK
Target sequence (Q13564 whole entry, looked up): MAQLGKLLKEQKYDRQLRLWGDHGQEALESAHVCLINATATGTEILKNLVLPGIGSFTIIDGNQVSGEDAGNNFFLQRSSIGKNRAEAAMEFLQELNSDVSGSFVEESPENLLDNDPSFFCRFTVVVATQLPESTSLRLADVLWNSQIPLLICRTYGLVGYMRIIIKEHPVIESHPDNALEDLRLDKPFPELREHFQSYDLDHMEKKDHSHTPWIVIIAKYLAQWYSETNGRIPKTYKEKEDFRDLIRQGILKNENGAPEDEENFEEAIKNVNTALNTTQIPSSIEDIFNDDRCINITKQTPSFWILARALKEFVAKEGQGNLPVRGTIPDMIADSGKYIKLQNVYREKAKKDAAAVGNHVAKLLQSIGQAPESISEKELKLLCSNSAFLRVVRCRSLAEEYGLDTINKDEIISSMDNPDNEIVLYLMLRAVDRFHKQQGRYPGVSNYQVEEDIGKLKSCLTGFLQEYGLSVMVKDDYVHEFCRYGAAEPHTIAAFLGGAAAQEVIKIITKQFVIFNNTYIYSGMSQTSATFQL
E coli Lon inh: inhibitors of E. coli Lon protease | P0A9M0 | purified E. coli Lon protease, fluorescence polarization | inhibition, % at 7.94 µM | 360,000 tested, 0.42% active | AID 602123; in the data active means inhibition above about 13%, passing the limit was not always enough;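 further: 0% = enzyme with probe and DMSO and 100% = no enzyme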
The depositor's hits bear a star; i = inactive; . = not tested or not shown. The order is random; about 4.2% have a hit in one of these screens.

SMILES | bovine MsrA act | FAS TE block | MT1-MMP act inh | CendR NRP1 mod | MsrA inh | SKN-1 inh | Rin1-Abl PPI inh | Neddylation inh | E coli Lon inh
COc1ccc(C2C(C#N)=C(N)N(c3cccnc3)C3=C2C(=O)CC(C)(C)C3)cc1OC (stereo not drawn) | -4 | -7 | 0 | -2 | 1.8 | 7 | 1 | i | -2
COc1ccccc1CNc1ncc(-c2ccccc2)n1C | -1 | -2 | 0 | 2 | -0.3 | 2 | 1 | i | 0
CN(Cc1cnccn1)C(=O)CC1C(=O)NCCN1Cc1cccc(Oc2ccccc2)c1 (stereo not drawn) | -4 | -5 | 0 | 11 | 1.0 | -14 | 0 | i | 21
CCCCn1c(CNC(=O)C(C)(C)C)nc2ccccc21 | -1 | -3 | -5 | 2 | 0.2 | 7 | 2 | i | 2
CC(=O)Cc1nsc(NC(=O)c2ccc(COc3cccc(C)c3)o2)n1 | 1 | -5 | -2 | -6 | 0.8 | 11 | 0 | i | -4
CCN(C(=O)COC(=O)/C=C/c1ccccc1Cl)c1c(N)n(Cc2ccccc2)c(=O)[nH]c1=O | -6 | -5 | 0 | 6 | 1.9 | 9 | 3 | i | 1
CCCN(CC(=O)Nc1ccc(F)c(F)c1F)C(=O)c1cc([N+](=O)[O-])ccc1N1CCOCC1 | -2 | 54* | 0 | 0 | 2.7 | 8 | -4 | i | -4
Cc1ccc(-c2cc(NC=O)c3ncc(-c4cnn(C)c4)n3c2)cc1 | -1 | 6 | -26 | -74 | 0.7 | -13 | -3 | i | -80
CCNc1c(NC(=O)c2ccc3c(c2)OCO3)c(=O)oc2ccccc12 | -5 | -2 | 3 | 5 | -0.1 | 6 | -3 | i | 4
COc1ccccc1NCCC(=O)OCC(=O)NCc1ccco1 | -2 | -8 | -5 | 2 | 0.3 | 7 | 3 | i | -7
N#Cc1ccc(C(=O)Nc2cccc3ccccc23)c(F)c1 | -2 | 2 | 2 | 2 | -0.5 | 2 | 0 | i | -10
Cc1onc(-c2c(F)cccc2Cl)c1C(=O)OCC(=O)NCc1ccco1 | -1 | 0 | 1 | 19 | 0.4 | -7 | 2 | i | -8
O=C(c1cnccn1)N1CCN(S(=O)(=O)c2cccc(Cl)c2)CC1 | -2 | -6 | 2 | 1 | -0.9 | -15 | -2 | i | -9
Cc1ccc(NC(=S)N(C)Cc2cn(C)c3ccccc23)cc1 | -1 | 11 | -3 | 12 | -1.8 | 0 | -3 | i | 3
O=S(=O)(c1ccccc1)N1CCNc2ccccc21 | -7 | 3 | 2 | -5 | 0.1 | 6 | 4 | i | 10

For convenience, part of the list above.
SMILES | bovine MsrA act | FAS TE block | MT1-MMP act inh | CendR NRP1 mod | MsrA inh | SKN-1 inh | Rin1-Abl PPI inh | Neddylation inh | E coli Lon inh
COc1ccc(C2C(C#N)=C(N)N(c3cccnc3)C3=C2C(=O)CC(C)(C)C3)cc1OC (stereo not drawn) | -4 | -7 | 0 | -2 | 1.8 | 7 | 1 | i | -2
COc1ccccc1CNc1ncc(-c2ccccc2)n1C | -1 | -2 | 0 | 2 | -0.3 | 2 | 1 | i | 0
CN(Cc1cnccn1)C(=O)CC1C(=O)NCCN1Cc1cccc(Oc2ccccc2)c1 (stereo not drawn) | -4 | -5 | 0 | 11 | 1.0 | -14 | 0 | i | 21

(more compounds)
SMILES | bovine MsrA act | FAS TE block | MT1-MMP act inh | CendR NRP1 mod | MsrA inh | SKN-1 inh | Rin1-Abl PPI inh | Neddylation inh | E coli Lon inh
CCSc1nnc(C)c(=O)n1COC(=O)c1ccc(S(=O)(=O)N2CCCC2)cc1 | -2 | -7 | 1 | 13 | -1.1 | 16 | -1 | i | -7
O=C(COc1coc(CN2CCN(c3ccccc3F)CC2)cc1=O)NC1CCCCC1 | -2 | -4 | 0 | -2 | -0.4 | 8 | 0 | i | 0
Cc1cnc(C(=O)Nc2ccccc2F)cn1 | 2 | -6 | -1 | 10 | 0.3 | -1 | 0 | i | 3
COC(=O)c1cccc(C23CC4(C2)[C@H](CN(Cc2ccc(C(F)(F)F)cc2)[C@@H]4c2ccccc2)C3c2ccccc2)c1 (stereo partly drawn) | -2 | 22 | -8 | 9 | . | -2 | -1 | i | -1
O=C(/C=C\Nc1ccc(Cl)cn1)c1ccc(Br)cc1 | -5 | -2 | -4 | -18 | -0.9 | 13 | 4 | i | -12
COc1ccccc1-c1cnc(C(O)c2cccc(F)c2)[nH]1 (stereo not drawn) | -4 | -5 | 0 | -4 | -1.1 | 17 | 1 | i | -5
Cc1ccc2[nH]c3c(=O)n(CCc4cnc[nH]4)cnc3c2c1 | -3 | -10 | 4 | 10 | 1.9 | -7 | -7 | i | 3
COc1ccc(CN2CCC(C)(Oc3ccc(C(C)=O)cc3)C2)c2ccccc12 (stereo not drawn) | -7 | 11 | -2 | -4 | 0.3 | -1 | -1 | i | -4
COc1cccc(CN2CC(C(=O)NC3CCCCCC3)CCC2=O)c1 (stereo not drawn) | -2 | -8 | 2 | -1 | 0.0 | 7 | 8 | i | -9
CCOC(=O)c1c(C)n(C)c2ccc(OCC(O)Cn3nc(C)cc3C)cc12 (stereo not drawn) | -7 | -7 | 8 | -11 | -0.4 | 4 | -3 | i | 5
CCN(CC)S(=O)(=O)c1ccc(NC(=S)NC(=O)C2CCC2)cc1 | -1 | 11 | 1 | 6 | 1.5 | 3 | -2 | i | -10
Cc1cc(NC(=O)c2ccco2)sc1C | -3 | -5 | 3 | 5 | 1.4 | 5 | 4 | i | 6
CCCN(c1ccc(OCC)cc1)S(=O)(=O)c1ccc2c(c1)CCN2C(=O)CCC(=O)O | -11 | -4 | 0 | 3 | -1.3 | 2 | -2 | i | -3
CC(C)n1nnnc1C1c2ccccc2C(=O)N1Cc1ccccc1 (stereo not drawn) | -6 | -3 | 4 | 7 | 1.2 | 4 | . | i | -4
Cc1cc(N/N=C/c2cccc(Cl)c2)nc(NCc2ccccc2)n1 | -2 | 8 | -11 | -29 | 1.5 | 3 | 0 | i | 3

Taken from above:
`COc1cccc(CN2CC(C(=O)NC3CCCCCC3)CCC2=O)c1` (stereo not drawn) in SKN-1 inh shows 7
`CCCN(c1ccc(OCC)cc1)S(=O)(=O)c1ccc2c(c1)CCN2C(=O)CCC(=O)O` in CendR NRP1 mod shows 3
`Cc1cc(N/N=C/c2cccc(Cl)c2)nc(NCc2ccccc2)n1` in MT1-MMP act inh shows -11

Next compounds.
SMILES | bovine MsrA act | FAS TE block | MT1-MMP act inh | CendR NRP1 mod | MsrA inh | SKN-1 inh | Rin1-Abl PPI inh | Neddylation inh | E coli Lon inh
O=C1OCCN1C(=O)[C@H]1[C@H](c2ccc([N+](=O)[O-])cc2)C(c2cccc(Cl)c2)=NN1c1ccccc1 | -3 | 89* | 1 | 14 | 2.7 | 5 | 1 | i | 0
CCOC(=O)Cc1nnc(NC(=O)c2ncn[nH]2)s1 | 1 | -7 | 7 | -1 | 0.9 | 11 | -1 | i | -2
Cc1cccc(NC(=O)c2cc(=O)c3ccccc3o2)c1 | -2 | 5 | -2 | 6 | 1.3 | 28 | -2 | i | 1
O=C(Nc1ccc2c(c1)OCCO2)C1CCCN(S(=O)(=O)c2cccs2)C1 (stereo not drawn) | -3 | 8 | 0 | 3 | . | 13 | -3 | i | 0
Cc1ccc(C(=O)Nc2cccc(-c3cn4ccccc4n3)c2)cc1 | -2 | 0 | 7 | -14 | 0.2 | -4 | 4 | i | 1
Cc1[nH]nc(SCC(=O)NC2CCCC2)c1[N+](=O)[O-] | -4 | -1 | -1 | 8 | -0.1 | -2 | -1 | i | 1
N#Cc1ccc(OCC(=O)N/N=C(\CCC(=O)O)c2cccs2)cc1 | 0 | -2 | 2 | -9 | 1.1 | 7 | 0 | i | -2
O=S(=O)(Nc1ccc(Cl)cn1)c1ccccc1 | -6 | -7 | -5 | 17 | 0.2 | 9 | 2 | i | -9
CC(Oc1ccc(Cl)cc1Cl)C(=O)NC1=NN(c2ccccc2)C(=O)C1 (stereo not drawn) | -7 | 3 | 7 | -5 | -0.1 | 8 | -3 | i | -6
CCCn1c(N)c(N(CCOC)C(=O)c2cc(C)cc(C)c2)c(=O)[nH]c1=O | 1 | 0 | 0 | 1 | 0.1 | 22 | 0 | i | -8
CCCCN(C(=O)c1ccc2c(c1)OCO2)c1c(N)n(CCCC)c(=O)[nH]c1=O | -2 | -4 | 3 | 4 | . | 2 | 1 | i | -4
COc1ccccc1N1CCN(C(=O)c2ccc(Cn3c(=O)[nH]c4ccsc4c3=O)cc2)CC1 | -8 | -3 | -10 | -3 | -1.2 | -10 | -6 | i | -22
COc1ccc(NC(=O)C2CCCN(c3cnccn3)C2)cc1 (stereo not drawn) | -2 | -5 | 2 | 3 | 1.0 | 9 | 1 | i | -5
CCC(C(=O)NCc1ccc(OC)cc1)n1nc(C)n2c(cc3occc32)c1=O (stereo not drawn) | -4 | -6 | -2 | 10 | -0.5 | 2 | 3 | i | -4
CCCNC(=O)COc1ccc(S(=O)(=O)Nc2ccc(C)cc2)cc1 | -2 | -2 | 1 | -3 | -0.5 | -8 | 1 | i | 2
Cn1c(=O)n(Cc2ccc(Br)cc2)c2ccccc21 | -3 | 22 | -3 | -18 | -1.0 | -5 | 2 | i | -2
CCCS(=O)(=O)N1CCC(C(=O)NCCCN(CC)c2cccc(C)c2)CC1 | 3 | -6 | 4 | -7 | 0.4 | -56 | 2 | i | 1
COc1ccc(C=C(C#N)C(=O)c2ccccc2)cc1 | -3 | -2 | 6 | -23 | 0.0 | 4 | . | i | -8
O=C1CSC(c2cccc([N+](=O)[O-])c2)N1CCc1ccccc1 (stereo not drawn) | -4 | 7 | -2 | -11 | 1.2 | 5 | -1 | i | -2
CC(C)(C)NC(=O)CC(c1ccccc1)c1ccccc1O (stereo not drawn) | -13 | -6 | -2 | -5 | -0.9 | -5 | -2 | i | -9
Cc1ccc(NC(=O)c2ccc(C)c(NC3=NC4CS(=O)(=O)CC4S3)c2)cc1C (stereo not drawn) | -2 | -4 | 1 | -4 | 1.0 | 1 | 1 | i | 6
O=C(O)CN1C(=O)/C(=C\c2cc(Br)ccc2OCc2ccc(Cl)cc2)SC1=S | -1 | 32 | -2 | -57 | 0.4 | 16 | 1 | i | -4
NC1=NS(=O)(=O)NC1c1cccc(F)c1 (stereo not drawn) | 5 | -2 | -4 | 2 | 0.5 | 6 | 2 | i | 0
O=C(c1ccc(N2CCN(C(=O)c3cccc(F)c3)CC2)cc1)c1cccc(F)c1 | 0 | 20 | 6 | -4 | 2.0 | 14 | -4 | i | 5
O=C(NCCCn1ccnc1)c1ccc(Cl)c(S(=O)(=O)N2CCOCC2)c1 | -11 | -10 | 2 | 35* | -0.1 | 1 | 1 | i | -2
Cc1ccc2[nH]c(CCN(C)C)c(CN3CCOCC3)c2c1 | 0 | -4 | 0 | -1 | -0.3 | 15 | -1 | i | -4
CC(C)c1ccc(-c2noc(C3CCCN(C(=O)c4ccc(F)cc4F)C3)n2)cc1 (stereo not drawn) | 2 | -20 | -9 | -6 | -0.6 | 7 | 6 | i | 5
O=C(c1cc(COc2ccc(F)cc2Cl)on1)N1CCCCCCC1 | -1 | 16 | 1 | 13 | 2.5 | 18 | 0 | i | 3
Cc1ccccc1OCC(O)CN(Cc1ccccc1O)C1CCCCC1 (stereo not drawn) | -2 | 3 | 1 | 7 | -1.2 | 0 | 4 | i | 4
C/C(N)=C(/C#N)C(=O)CSc1nnc(-c2ccc3c(c2)OCO3)o1 | 2 | -6 | -4 | -8 | 1.0 | 0 | 1 | i | 1
CC(C)(C)NC(=O)C(c1ccc(F)cc1)N(CC1CCCO1)C(=O)CCC(=O)Nc1ccccn1 (stereo not drawn) | 0 | -6 | 0 | 0 | -0.1 | 3 | 1 | i | 1
COc1ccccc1OP(=O)(O)Oc1ccccc1OC | -3 | -2 | 0 | -1 | 0.3 | 9 | 0 | i | 2
Cc1cccc(C(=O)OCC(=O)Nc2ccc(N3CCCCC3)cc2)c1O | -3 | -13 | 6 | -12 | 0.3 | 21 | -3 | i | -4
